From PubChem BioAssay
TRPML3 ag = human TRPML3 channel agonists, primary screen, cell-based, HEK293 TRPML3-YFP, Fluo-8 calcium fluorescence, 3 µM. Mucolipin-3 (Homo sapiens), Q8TDD5. 100% = the carbachol control signal. activation, % at 3 µM. 220,000 compounds, 0.29% hits. AID 1448, 2008;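 active = activation above its plate's cutoff, the mean activation of the plate's test wells plus 3 SD, cut at about 12% in these data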;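 note: 0% = DMSO only wells and 100% = carbachol wells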
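Test system: HEK293 cells stably carrying human TRPML3-YFP; Doses: single dose, 3 µM final nominal compound, 0.3% DMSO final; Schedule: dye loading 1 h 37 °C then 30 min ambient, 125 s read; Technique: Fluo-8 calcium fluorescence; Benchmarks: high control carbachol 87 µM, low control DMSO.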
CHOP inhibitor = inhibitors of CHOP promoter induction, primary screen, cell-based, unfolded protein response, luciferase reporter. CHO-K1 CHOP-promoter luciferase, tunicamycin-induced, 15-18 h. AID 2732, 2010. 220,000 compounds, 3.8% hits. inhibition, % at 10 µM;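 active = compounds that reduced the stress-induced luciferase reporter signal by more than about 70% of percent inhibition, limit read from the data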;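 note: 0% = tunicamycin plus vehicle and 100% = wells without tunicamycin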
S1P4 antagonist = S1P4 receptor antagonists, primary screen, cell-based | Sphingosine 1-phosphate receptor 4 (Homo sapiens), O95977 | S1P4-expressing cells, antagonist mode, reporter read-out | inhibition, % at 4.98 µM | 220,000 compounds, 0.26% hits | AID 1510, 2009; in the data active = inhibition above about 29%;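 note: 0% = wells stimulated with agonist and 100% = vehicle wells without agonist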
Target sequence (O95977 whole entry, looked up): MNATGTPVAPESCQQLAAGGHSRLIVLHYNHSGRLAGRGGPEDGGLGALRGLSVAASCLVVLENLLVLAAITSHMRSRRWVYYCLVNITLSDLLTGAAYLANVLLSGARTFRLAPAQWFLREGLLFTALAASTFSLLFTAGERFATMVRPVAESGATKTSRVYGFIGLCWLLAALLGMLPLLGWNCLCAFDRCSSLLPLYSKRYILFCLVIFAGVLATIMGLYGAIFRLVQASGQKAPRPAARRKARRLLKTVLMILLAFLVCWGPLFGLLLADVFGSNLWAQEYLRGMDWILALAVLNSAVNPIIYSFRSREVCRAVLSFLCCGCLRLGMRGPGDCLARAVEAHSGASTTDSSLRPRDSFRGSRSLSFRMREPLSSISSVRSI
S1P4 agonist = S1P4 receptor agonists, primary screen, cell-based; Sphingosine 1-phosphate receptor 4 (Homo sapiens), O95977; S1P4-expressing cell line, agonist reporter assay; activation, % at 4.98 µM; 220,000 compounds, 0.35% hits; AID 1509, 2009; in the data active = activation above about 11%;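 note: 0% = DMSO vehicle and 100% = reference agonist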
EP2 mod = EP2 receptor modulators, cAMP readout, primary screen, cell-based, HTRF cAMP, PGE2 stimulation. Prostaglandin E2 receptor EP2 subtype (Homo sapiens), P43116. 260,000 compounds, 0.83% hits. EP2-expressing cells, cAMP HTRF FRET, PGE2 co-stimulation. induction, % at 25 µM;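 active = compounds whose cAMP rise, as percent of the full-agonist control response, exceeds 60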;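 note: rat C6 glioma line stably carrying human EP2 under a CMV promoter; the protocol text gives 20 µM as final concentration; 100% = response of wells given 1 µM PGE2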
Target sequence (P43116 whole entry, looked up): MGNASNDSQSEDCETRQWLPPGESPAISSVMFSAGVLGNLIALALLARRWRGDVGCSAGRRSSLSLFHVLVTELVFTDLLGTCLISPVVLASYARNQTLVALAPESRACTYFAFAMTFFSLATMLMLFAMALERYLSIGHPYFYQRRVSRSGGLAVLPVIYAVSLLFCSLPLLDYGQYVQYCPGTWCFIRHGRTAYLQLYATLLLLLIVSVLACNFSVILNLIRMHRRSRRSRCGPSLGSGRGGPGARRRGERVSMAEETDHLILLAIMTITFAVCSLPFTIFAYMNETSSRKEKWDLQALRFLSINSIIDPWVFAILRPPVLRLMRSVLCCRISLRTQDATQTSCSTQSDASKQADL
NPY-Y1 PAM-ag = NPY-Y1 receptor potentiators or agonists, primary screen, cell-based | activation, % at 3.6 µM | 220,000 compounds, 0.37% hits | Neuropeptide Y receptor type 1 (Homo sapiens), P25929 | NPY-Y1 expressing cells, potentiator/agonist activation; in the data active = activation above about 33%, passing the limit was not always enough;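 note: cells stimulated with NPY at EC10 then isoproterenol at EC100; 0% = low agonist plus stimulus and 100% = saturating agonist plus stimulus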
NPY-Y1 antag = NPY-Y1 receptor antagonists, primary screen, cell-based; AID 1040, 2008; 200,000 compounds, 1% hits; HEK293-CNG Y1 cells, membrane potential fluorescence; NPY at EC95, then isoproterenol; inhibition, % at 3.6 µM; Neuropeptide Y receptor type 1 (Homo sapiens), P25929;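 active = inhibition above the campaign mean inhibition of all tested compounds plus 3 SD, cut at about 20% in these data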;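 note: 0% = DMSO wells given NPY plus isoproterenol and 100% = isoproterenol alone without NPY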
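Test system: HEK293 cells co-expressing NPY Y1 receptor and cyclic-nucleotide gated channel; Also added: NPY (25 nM), isoproterenol (1 µM), Ro 20-1724 (25 µM); Compound dosing: one concentration, 3.6 µM, in 0.4% DMSO; Timing: dye 3 h, compound 60 min room temperature, stimulation 45 min; Technique: Membrane-potential fluorescent dye readout.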
TRPN1 ag = zebrafish TRPN1 channel agonists, primary screen, cell-based, HEK293, calcium fluorescence; activation, % at 3 µM; 220,000 compounds, 0.18% hits; HEK293 zebrafish TRPN1-YFP, Fluo-8 calcium fluorescence; 100% = response to 87 µM carbachol;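 active = activation above its plate's cutoff, the mean activation of test wells on that plate plus 3 SD, cut at about 19% in these data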;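 note: 0% = DMSO alone and 100% = 87 µM carbachol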
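Control set: carbachol 87 µM as high control, DMSO as low control; system: HEK293 stable line with zebrafish TRPN1-YFP; read-out: % activation versus carbachol response; detection: intracellular calcium fluorescence with Fluo-8; doses: single test compound dose, 3 µM nominal, 0.3% DMSO; schedule: dye 1 h 37 °C plus 30 min RT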
NPY2 pot ag = NPY-Y2 potentiators or agonists, primary screen, cell-based; Neuropeptide Y receptor type 2 (Homo sapiens), P49146; cells expressing NPY-Y2, potentiator/agonist read-out; activation, % at 3.6 µM; 220,000 compounds, 0.45% hits; in the data active = activation above about 27%;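 note: cells stimulated with NPY near EC25 plus isoproterenol at EC100; 0% = vehicle plus submaximal agonist and 100% = vehicle plus saturating agonist; some results beyond the cut were filed as inactive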
An asterisk follows results filed as active; . = not tested or not shown; & = joins results of further samples.

Results follow in this order: EP2 mod, TRPN1 ag, TRPML3 ag, S1P4 antagonist, NPY2 pot ag, NPY-Y1 antag, CHOP inhibitor, S1P4 agonist, NPY-Y1 PAM-ag
CCCNc1nc2c(c(=O)[nH]c(=O)n2C)n1CCCc1ccccc1
  4&1, 1.3, 0.1, 3, -2, 7, 6, 0.2, 3
CC(CCc1ccccc1)NC(=O)C1CCN(C(=O)c2sccc2-n2cccc2)CC1 (configuration not stated)
  -5, 0.6, -0.4, 1, 4, 0, 38, 0.5, -8
Cc1ccc(S(=O)(=O)CC(=O)c2ccccc2)cc1
  4, -0.5, -0.4, -4, -7, 2, -29, -1.7, -7
COc1ccc2c(c1)OC1(C)CC2C(C(=O)c2ccccc2OC)C(=O)N1 (configuration not stated)
  9, -0.7, 0.0, -23, 0, -3, -6, 1.8, -9
CCOC(=O)c1cccc(Nc2nc(-c3cccnc3)nc3ccccc23)c1
  -30, -1.0, -0.1, -9, -6, -1, 77*, -0.2, 16
CC(C)S(=O)(=O)c1csc(NC(=O)Nc2cc(Cl)ccc2Cl)c1Cl
  -15, -0.1, 0.5, -6, -8, ., 15, -0.1, 2
CN1C(=O)/C(=N\OC(=O)c2ccccc2Cl)c2ccccc21
  -21, -0.4, 0.6, -7, -14, -3, -13, -0.6, 4
CCOC(=O)C(NC(=O)c1ccccc1)(OCc1ccccc1)C(F)(F)F (configuration not stated)
  15, -2.2, -1.2, -7, 13, -1, 38, 0.2, 17
CC1CN=C(N(Cc2ccccc2)C(=O)Nc2ccccc2)S1 (configuration not stated)
  40, -0.2, 0.2, 3, -8, 3, 27, 2.9, -2
O=C(Nc1cccc(C(F)(F)F)c1)c1n[nH]c(Cn2cncn2)n1
  -7, 0.2, 0.7, 1, -8, 8, -10, -0.5, 9
CN(CC(=O)Nc1ccc(S(=O)(=O)N2CCCC2)cc1)Cc1c(F)cccc1Cl
  -41, 3.4, 5.4, -1, -7, 2, 36, 0.1, -2
Cc1ccc(NC2=C(Cl)C(=O)OC2OC(C)C)c(C)c1 (configuration not stated)
  20, 0.7, -0.2, 3, 9, 5, 15, 0.0, 7
O=[N+]([O-])/C(=C\Nc1ccccc1Cl)S(=O)(=O)c1ccccc1
  -5, -0.7, 0.5, -31, 6, 6, -20, 0.1, 24
Cn1nnnc1SCCNS(=O)(=O)c1ccccc1
  13, 0.3, 0.9, -17, -11, -3, -2, 0.8, -13
COCCn1c(SCC(=O)N2CCCCC2)nc2cccnc21
  -2, 0.1, 0.6, 5, 2, -1, -9, 0.8, 15
Cc1ccc(-c2ccc(CCC(=O)O)n2NC(=O)c2ccco2)cc1
  30, 1.0, 1.2, -2, -11, 5, -33, 3.5, -25
Cc1ccc(S(=O)(=O)N2CCN(c3nc(C)nc4sc(C)c(C)c34)CC2)cc1
  -1, 1.1, 1.2, -17, -13, 10, -4, 1.2, -3
COc1cc(/C=C(\C#N)c2nn(CCO)c(N)c2C#N)cc(OC)c1OC
  -15, 1.9, 1.3, 8, -11, 2, -12, 1.3, 11
CCN1CCN(c2ccc(NC(=O)c3ccc(F)cc3)cc2Cl)CC1
  -67&-32, 0.7, 0.5, -2, -20, 4, -4, -0.8, -13
Cc1ccc(-n2c(C)cn(C(=O)c3ccccc3)c2=S)cc1
  43, -2.2, -0.3, -3, 3, 11, 7, -1.8, -11
COc1ccc(OC)c(-c2cc(C(=O)Nc3sc4c(c3C#N)CCC(C)C4)c3ccccc3n2)c1 (configuration not stated)
  0, 0.2, 0.2, -2, 1, 2, 4, -2.4, 6
Cc1ccc(-n2c(SCC(=O)N3CCOCC3)nnc2-c2ccncc2)cc1
  4, 0.8, 0.5, -17, 1, -4, 24, -0.7, 1
CN1CCN(c2nc(Nc3ccccc3)nc(N)c2[N+](=O)[O-])CC1
  0, 2.1, 0.7, 18, -6, ., 11, 0.4, 7
Cc1ccc(NC(=O)C2CC(=O)Nc3ncnn32)c(C)c1 (configuration not stated)
  18, 1.3, 1.2, 1, -2, ., 3, -0.4, 21
O=C(NCc1ccc2c(c1)OCO2)c1ccc(S(=O)(=O)N2CCOCC2)cc1
  5, 0.9, 0.8, 5, 7, -4, 4, 0.8, 7
CCn1c(-c2ccc3ncccc3c2)n[nH]c1=S
  14, 0.0, -0.4, -13, -12, 6, -6, 2.1, -9
O=C(CN1C(=O)/C(=C/c2c(F)cccc2Cl)Oc2ccccc21)NCc1ccco1
  24, -1.6, 0.2, -12, -6, -3, 34, -0.3, 11
O=C(c1ccccc1)c1cc2ccc(O)cc2oc1=O
  7, 0.2, -0.4, -11, 12, 0, -22, 2.9, 8
Cc1ccc(-c2cnc(NC(=O)CCC(=O)N3CCCCC3)n2C)cc1
  -5, 0.5, 0.2, -10, -16, 4, 30, -1.5, 11
Cc1cc(C(=O)N/N=C/c2ccco2)n[nH]1
  14, 0.1, 0.5, 1, -8, 1, -6, 0.2, -5
CCC1(C)Cc2ccccc2-c2nc(NCCCO)n(-c3ccccc3)c(=O)c21 (configuration not stated)
  -32, 1.2, 0.5, 2, 6, -10, -26, -1.4, 15
CC(C)N(C(=O)COC(=O)CNC(=O)c1ccc(Br)cc1)c1ccccc1
  11, 0.5, 0.1, 0, 7, -1, 3, 1.4, -21
Cc1ccc(-c2c(C)n([O-])c3c([n+]2=O)CCC3)o1
  -6, -0.2, 1.0, 4, 8, 4, -3, -2.5, -2
CN1CCC(N(C)CC(=O)Nc2ccccc2N2CCOCC2)CC1
  -5, -0.5, 0.2, -3, 1, 2, 16, 0.3, -25
O=C(CC(C(=O)O)c1ccccc1)Nc1ccccc1 (configuration not stated)
  -6, 0.6, -0.6, -14, 2, -3, 7, -3.8, -25
COc1ccc(-c2nnc(COc3ccc4ccccc4c3)o2)cc1OC
  -22, -0.6, 0.5, -13, -27, 11, 6, 0.1, -51
Cc1ccc(NS(=O)(=O)c2cccc(C(=O)O)c2)cc1S(=O)(=O)N1CCOCC1
  6, 1.9, 0.2, -6, 16, -3, 6, -2.9, 2
COC(=O)C1=C(C)N(Cc2ccco2)C(=O)/C1=C\c1ccc(N(C)C)cc1
  -15, 0.2, 0.2, -6, 0, 0, -12, -1.7, 2
CC1=NN(S(=O)(=O)c2ccc(F)cc2)C(=O)c2ccccc2O1
  -16, 1.1, 0.4, -8, -14, -2, 4, 0.5, 12
COc1ccc(NC(=O)N2CCCC2)cc1OC
  -6, 1.6, 0.8, -6, 12, 6, -27, 0.8, 8
CCC(c1nnnn1C(C)C)N1CCN(C2CCCC2)CC1 (configuration not stated)
  26, 0.9, 1.0, 10, -22, -2, -27, 2.8, 15
O=C(Nc1cccnc1)c1ccc(COc2ccccc2Cl)o1
  -39, -0.6, -0.5, -12, 18, -9, 1, -1.6, 18
Nc1nnc(SCC(=O)OCc2ccccc2)s1
  15, 0.5, 0.8, -9, 11, -1, 3, -1.3, 12
CCc1nc(OCC(=O)c2ccccc2)c(C#N)c2c1COC(C)(C)C2
  28, -0.4, -0.3, -9, 5, -6, 67, 1.0, 12
CN(C)c1nc(=NCc2ccco2)ss1
  -45, 0.2, -0.4, 20, -13, ., -77, -1.8, -6
NN=C1c2cc([N+](=O)[O-])ccc2-c2ccc([N+](=O)[O-])cc21
  22, 1.0, 0.8, 5, -10, 1, -22, 0.4, -12
COc1ccc(CCNC(=O)CCNC(=O)c2ccc(Br)cc2)cc1OC
  1, 2.9, 0.9, -1, 7, 2, -13, 0.4, 5
COc1ccc(-c2[nH]ncc2CNC(C)c2cn(C)nc2C)c(F)c1 (configuration not stated)
  -21, 0.7, 1.2, 10, -11, 4, 15, -1.4, 0
CC1CCCC(NC(=O)NC(=O)CCl)C1C (configuration not stated)
  -45, -0.7, 0.5, 0, 22, -3, 25, -0.2, 10
Cc1nn(Cc2ccccc2)c(Cl)c1/C=N/NC(=O)c1cccnc1
  -16, 1.5, 0.7, -10, 9, 7, -18, 1.1, 5
Cc1cc2c(cc1C)NC(c1nc3ccccc3[nH]1)C1=C(CC(C)(C)CC1=O)N2 (configuration not stated)
  -10&3, -0.8, -0.7, -9, 10, -2, 4, 0.8, 13
CSC1=N/C(=C/c2ccc(-n3cncn3)cc2)C(=O)N1
  8, 1.9, 0.9, -5, 8, ., -13, -0.4, -7
COc1ccc(-c2cc(-c3ccccc3O)[nH]n2)cc1OC
  -59, 1.2, 0.8, 15, 7, 0, -38, -1.9, -1
O=C(CN1CCN(c2ccc(F)cc2)CC1)N1CCOCC1
  7&-20, -0.9, -0.4, 0, -16, 1, 32, 1.7, 29
CCN(C(=O)c1nn(-c2ccc(OC)cc2)c(=O)c2c1c1ccccc1n2C)c1ccc(OC)cc1
  21, 0.5, 1.7, -17, -3, 14, 8, -1.2, -4
O=C(c1ccccc1)N1CCN(C2C3CC4CC(C3)CC2C4)CC1 (configuration not stated)
  -11, 2.1, 0.7, 5, -5, -1, 13, 3.8, 9
O=C(CCN1c2ccccc2Sc2ccccc21)OCC(=O)N1CCN(C(=O)c2ccco2)CC1
  -41, -1.1, -0.6, -4, -24, 5, 24, 0.6, -22
CCCC(CCC)C(=O)Oc1cc(C)[nH]c(=O)c1[N+](=O)[O-]
  22, 1.0, -0.1, -5, 1, 4, 0, -1.2, 27
CC(C)(C)c1ccc(OCC(=O)N/N=C/C2CC=CCC2)cc1 (configuration not stated)
  27, 0.8, 0.4, -8, -6, -4, 99*, -0.8, -9
CCN(CC)C(=O)CSc1nnc(-c2ccc(S(=O)(=O)N3CCCC3)cc2)o1
  26, -0.3, 1.6, -1, 17, 3, -5, 0.1, 36

Next compounds follow.
Results follow in this order: EP2 mod, TRPN1 ag, TRPML3 ag, S1P4 antagonist, NPY2 pot ag, NPY-Y1 antag, CHOP inhibitor, S1P4 agonist, NPY-Y1 PAM-ag
Clc1nc2ccccc2nc1-c1ccccc1
  45, -1.2, -0.4, 0, -17, ., 19, 0.0, -21
COCCN(CC(=O)Nc1ccc(F)cc1)S(=O)(=O)c1ccc(S(=O)(=O)N2CCCC2)cc1
  1, -0.7, 0.7, -20, -3, 2, 50, 0.3, -1
Cc1ccc(-n2ncc3c(=O)n(Cc4ccccn4)cnc32)cc1C
  19, 1.3, -0.3, -12, -7, 8, 23, 0.5, -12
CC(=O)Nc1cccc(NC(=O)c2c(-c3ccccc3)noc2C)c1
  -13, 3.2, 1.2, 7, -8, 1, 29, 0.6, -6
